Compound activity: PubChem BioAssay, National Center for Advancing Translational Sciences (NCATS)
PI5P4Ka inh – blocks human PI5P4K alpha kinase activity. PI5P4Kalpha enzyme, ADP-Glo luminescence, 60 min; stronger effect = lower value. max response, %. 1.2% of 330,000 active. AID 652105; active = max response of -50% or lower; inconclusive = between -30% and -50%; inactive = -30% or higher; note: value at the top dose of about 77 µM; % is set by controls: 0 for no effect and ±100 for the full control effect
Target sequence (P48426 whole entry, looked up): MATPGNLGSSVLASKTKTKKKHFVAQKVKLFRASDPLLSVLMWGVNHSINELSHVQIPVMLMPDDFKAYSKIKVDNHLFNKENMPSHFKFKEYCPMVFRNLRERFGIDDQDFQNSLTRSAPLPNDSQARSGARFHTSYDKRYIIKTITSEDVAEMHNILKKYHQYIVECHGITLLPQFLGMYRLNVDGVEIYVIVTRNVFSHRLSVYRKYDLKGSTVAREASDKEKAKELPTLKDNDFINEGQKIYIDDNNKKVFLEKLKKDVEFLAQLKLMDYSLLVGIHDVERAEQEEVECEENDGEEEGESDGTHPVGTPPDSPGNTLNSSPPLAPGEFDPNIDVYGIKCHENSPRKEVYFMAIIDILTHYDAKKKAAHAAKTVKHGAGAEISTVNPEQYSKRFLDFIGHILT
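ADP-Glo luminescence end-point after a 60 min room-temperature kinase reaction. PI5P4Kalpha and substrate in HEPES pH 7.4 buffer with EGTA, 0.1% CHAPS and 5% DMSO; ATP at 5 microM final.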
EPAC1 ag – EPAC1 (human) agonism; O95398; EPAC1 agonist qHTS, biochemical assay; response scale: 100% = response to 6.5 mM cAMP; Potency, µM (doses to about 154 µM), for the others: top-dose activation, most hits filed as activators; 0.073% of 360,000 active; note: potency is the fitted concentration of half-maximal effect; nearly all actives have a fitted effect of over 60% in size
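Fluorescent GDP-exchange assay: 100 nM EPAC1 with 250 nM Rap1B preloaded with BODIPY-GDP and 50 uM GDP; compounds tested as concentration series, 5 min at room temperature, then read every 5 min for 30 min (ex 480/em 540 nm); normalized to 6.5 mM cAMP.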
GLP1R cytotox – cytotoxicity counter-screen for GLP-1 receptor inverse agonists. Potency, µM (highest dose often 38.3 µM), without a hit: at the top dose activity change, negative = inhibition, hits mostly inhibitors. AID 624418. 0.13% of 410,000 active. HEK293 cAMP-luciferase reporter cells, luminescence, 24 h;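 note: loss of luciferase light is scored as toxicity; potency is the fitted concentration of half-maximal effect; % is set by controls: 0 for no effect and ±100 for the full control effect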
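Quantitative HTS format, 1536 wells, 200 cells/uL seeded. Compounds: 23 nL, 24 h, 37 °C. Detection: luciferase reagent, luminescence at 12 min RT; decreased signal taken as cytotoxic.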
IL2 activator – IL-2 activation; AID 652025; activation, % (series mostly up to about 46 µM); 0.065% of 360,000 active; IL-2 activation reporter assay, cell-based qHTS; stimulated with anti-CD3/CD4/CD28 beads; in transgenic mouse T cells; in the data active = activation above about 50%; inconclusive = mostly about 30% to 49%; note: 0% is about no effect
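Unstimulated transgenic mouse T cells preincubated 60 min with compound, then stimulated with anti-CD3/anti-CD4-coated beads plus anti-CD28 for 18 h at 37 degrees C. IL-2 response read as EGFP and DsRed fluorescence by plate cytometry.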
EPAC1 antag – blocks human EPAC1 exchange factor | O95398 | EPAC1 GEF assay, Rap1b-BODIPY-GDP exchange fluorescence | Potency, µM (titrated, usually from 115 µM), for the others: at the highest dose activity change, negative = inhibition, hits mostly inhibitors | 0.14% of 360,000 active | AID 720709;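 note: potency is the fitted concentration of half-maximal effect; plate controls were vehicle for no effect and positive control for full effect; nearly all actives have a fitted effect of over 50% in size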
GLP-1R agonist – agonists of human GLP-1 receptor; 0.007% of 380,000 active; Potency, µM (top dose mostly 45.6 µM), for the others: at the highest dose activation, usual class: activators; P43220; HEK293 GLP-1R CRE-luciferase, luminescence, 4-6 h; cells express a hypersensitive GLP-1R form; note: potency is the fitted concentration of half-maximal effect; % of control where 0% means no effect
PLK1 PBD inh – PLK1 (human) polo-box domain binding inhibition; P53350; Plk1 PBD binding of FITC phosphopeptide, fluorescence polarization; 2.8% of 360,000 active; Potency, µM, inactives show max response, negative = inhibition, most hits filed as inhibitors; note: potency is the fitted concentration of half-maximal effect; series mostly up to about 57 µM; % is set by controls: 0 for no effect and ±100 for the full control effect; nearly all actives have a fitted effect of over 65% in size
Target sequence (P53350 whole entry, looked up, the tested form may be a part): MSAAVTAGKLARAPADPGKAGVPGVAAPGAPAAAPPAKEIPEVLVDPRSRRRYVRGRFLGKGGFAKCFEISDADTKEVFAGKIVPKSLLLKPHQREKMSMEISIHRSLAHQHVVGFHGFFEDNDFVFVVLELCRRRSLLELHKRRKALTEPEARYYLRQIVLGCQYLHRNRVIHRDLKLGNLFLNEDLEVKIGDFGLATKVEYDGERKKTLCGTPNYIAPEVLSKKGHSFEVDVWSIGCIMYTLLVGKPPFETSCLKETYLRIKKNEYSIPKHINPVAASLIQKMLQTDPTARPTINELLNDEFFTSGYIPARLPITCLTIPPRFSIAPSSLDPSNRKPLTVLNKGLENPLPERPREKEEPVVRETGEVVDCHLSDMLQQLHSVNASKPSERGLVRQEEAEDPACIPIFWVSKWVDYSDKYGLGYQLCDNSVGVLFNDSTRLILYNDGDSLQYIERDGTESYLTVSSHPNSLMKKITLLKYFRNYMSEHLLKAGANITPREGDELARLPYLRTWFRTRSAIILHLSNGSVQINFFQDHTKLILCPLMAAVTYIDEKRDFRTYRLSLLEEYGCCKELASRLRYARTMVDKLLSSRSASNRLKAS
GLP1R inv ag – inverse agonists of human GLP-1 receptor; 1.6% of 410,000 active; HEK293 GLP-1R CRE-luciferase, luminescence, 24 h; GLP-1R form is constitutively active; AID 624417; P43220; Potency, µM (titrated, usually from 38.3 µM), inactives show at the highest dose activity change, negative = inhibition, hits mostly inhibitors; note: potency is the fitted concentration of half-maximal effect; % is set by controls: 0 for no effect and ±100 for the full control effect; nearly all actives have a fitted effect of over 55% in size
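HEK293 cells stably co-expressing a cAMP-responsive luciferase reporter and constitutively active GLP-1R were seeded, incubated 12 h, then exposed to compounds for 24 h at 37 C. Luminescence was read 12 min after detection reagent; inverse agonists lower signal.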
PTHR1 agonist – agonists of human PTHR1 parathyroid hormone receptor; Q03431; HEK293 GP2 PTHR1 cells, GloSensor cAMP luminescence, 1 h; Potency, µM (doses to about 115 µM), without a hit: top-dose activation, actives largely listed as activators; 0.075% of 410,000 active; AID 743266; note: potency is the fitted concentration of half-maximal effect; nearly all actives have a fitted effect of over 55% in size; some results filed as inactive show a strong effect at the top dose; inactives centre near -15; many of its hits are not listed in these tables
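HEK-293-derived GP2 cells expressing PTHR1 and a GloSensor cAMP reporter, 3,000/well, plated overnight, given luciferin plus IBMX (each 0.5 mM as added) for 1 h at 37 °C, then compound for 1 h at 37 °C. Luminescence was read after 15 min at room temperature.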
An asterisk follows results filed as active; i = inactive; ? = inconclusive; . = no result given; [ ] = dose if it differs, or a comment. Unless noted, calls come from the whole dose curve; as a rule, active = well fitted curve in the direction sought with a large enough effect; inconclusive = small, poorly fitted or top-dose-only effect, or another doubt; inactive = no such curve, though single readings can be large; an effect the other way counts as inactive or inconclusive. This is a subset. The share of hits here may be higher or lower than overall.

SMILES	PI5P4Ka inh	EPAC1 ag	GLP1R cytotox	IL2 activator	EPAC1 antag	GLP-1R agonist	PLK1 PBD inh	GLP1R inv ag	PTHR1 agonist
N#Cc1cnn(-c2cccc(Cl)c2)c1N	-2	6%	8%	0.2	-1%	-2%	11%	16%	-13%
c1ccc(-c2c3ccccc3nc3[nH]c4ccccc4c23)cc1	20	8%	7%	-0.4	-5%	17%	-12%	?	5%
O=C(N/N=C/c1cccc(F)c1)c1cc(-c2ccco2)nc2ccccc12	-88*	-2%	-30%	-0.1	?	5%	11µM*	-21%	-6%[57.5 µM]
C=CCO/N=C(/C)c1c(O)c(CC)c(-c2ccccc2)n(-c2ccccc2)c1=O	-1	4%	38%	-1.5	-22%	-16%	-15%	?	i
Cc1ccc(NC(=O)C2CCN(c3ncnc4c3nc3n4CCCCC3)CC2)cc1Cl	10	2%	?	-4.3	3%	-4%	-10%	?	-80%[inhibitor]
N[C@@H](CO)c1nnc([C@H](CC(=O)O)NC(=O)C2CCNCC2)o1	0	-5%	-16%	0.1	14%	-5%	-4%	12%	-17%
COc1cccc(NC(=O)C2CCCN2C(=O)Nc2ccccc2F)c1 (configuration not stated)	.	-1%	-3%	-2.6	7%	-5%	-2%	14%	-12%[57.5 µM]
CC(C)c1nc(SCC(=O)Nc2cccc(C(F)(F)F)c2)c2c(=O)n(C)c(=O)n(C)c2n1	2	-26%	?	-3.8	0%	2%	-2%	?	-4%
CC(CN1CCOCC1)OC(=O)c1ccc2c(c1)OCCO2 (configuration not stated)	2	-6%	-13%	1.5	21%	-1%	1%	18%	-3%[57.5 µM]
O=c1cc(CSc2nnc(-c3ccccc3)o2)c2ccccc2[nH]1	2	4%	6%	-2.0	-20%	-4%	-12%	0%	-41%[inhibitor]
O=C(OCc1ccccc1)c1ccc2c(c1)-c1ccccc1C2=O	14	0%	0%	-2.6	0%	6%	1%	?	-2%[57.5 µM]
NC(=O)c1cc(S(=O)(=O)N2CCCC2)ccc1OCCOc1ccccc1F	-1	?	5%	-1.1	-3%	-4%	1%	-15%	i
OCC(O)C1OC(Nc2ccc(Br)cc2)C(O)C1O (configuration not stated)	-8	1%	4%	0.3	-9%	1%	-5%	-13%	i
CC(C)(C)C(=O)N1NC(=Nc2ccccc2)SC1(C)C	0	-2%	17%	-0.6	-17%	17%	-10%	?	0%
O=C(N/N=C/c1cc2ccccc2nc1Cl)c1ccncc1	1	9%	8%	3.1	-23%	6%	-11%	9%	i
Cn1cccc1CC(=O)NNC(=S)NC(=O)c1ccc(F)cc1	-25	-3%	1%	-2.6	12%	-2%	-10%	2%	-38%[inhibitor]
Cn1c2c(c(=O)n(C)c1=O)C(C(F)(F)F)(C(F)(F)F)N=C(c1ccccc1Cl)N2	.	16%	-17%	-2.6	5%	21%	-7%	-2%	i
CCc1nc2ccc(C(=O)N(C)Cc3ccccc3)cn2c1N(C)CCCc1ccccc1	-3	-7%	-11%	-0.6	-16%	10%	2%	?	-36%
Cc1onc(-c2ccccc2Cl)c1C(=O)Nc1cccc(-c2cn3cccnc3n2)c1	.	12%	-4%	-2.7	-1%	4%	1%	-8%	-27%
Cc1ccc(N(Cc2cc3ccc(C)cc3[nH]c2=O)S(C)(=O)=O)c(C)c1	-3	-3%	-1%	-2.9	-20%	4%	-25%	-28%	i

Entries shown so far containing sulfur, in the order listed:
SMILES	PI5P4Ka inh	EPAC1 ag	GLP1R cytotox	IL2 activator	EPAC1 antag	GLP-1R agonist	PLK1 PBD inh	GLP1R inv ag	PTHR1 agonist
CC(C)c1nc(SCC(=O)Nc2cccc(C(F)(F)F)c2)c2c(=O)n(C)c(=O)n(C)c2n1	2	-26%	?	-3.8	0%	2%	-2%	?	-4%
O=c1cc(CSc2nnc(-c3ccccc3)o2)c2ccccc2[nH]1	2	4%	6%	-2.0	-20%	-4%	-12%	0%	-41%[inhibitor]
NC(=O)c1cc(S(=O)(=O)N2CCCC2)ccc1OCCOc1ccccc1F	-1	?	5%	-1.1	-3%	-4%	1%	-15%	i
CC(C)(C)C(=O)N1NC(=Nc2ccccc2)SC1(C)C	0	-2%	17%	-0.6	-17%	17%	-10%	?	0%
Cn1cccc1CC(=O)NNC(=S)NC(=O)c1ccc(F)cc1	-25	-3%	1%	-2.6	12%	-2%	-10%	2%	-38%[inhibitor]
Cc1ccc(N(Cc2cc3ccc(C)cc3[nH]c2=O)S(C)(=O)=O)c(C)c1	-3	-3%	-1%	-2.9	-20%	4%	-25%	-28%	i

New compounds follow
SMILES	PI5P4Ka inh	EPAC1 ag	GLP1R cytotox	IL2 activator	EPAC1 antag	GLP-1R agonist	PLK1 PBD inh	GLP1R inv ag	PTHR1 agonist
CCn1c(N2CCN(S(=O)(=O)c3ccc(F)cc3)CC2)nc2ccccc21	7	10%	-6%	-1.2	12%	7%	-10%	?	-12%
O=C(O)c1cc(-c2cccnc2)nc2ccc(Br)cc12	-5	4%	-18%	0.8	12%	-6%	0%	7%	-4%
COc1ccc(N2Cc3cccc(C(=O)Nc4ccc(C)c(C)c4)c3C2=O)cc1	.	.	-1%	.	.	4%	.	1%	-23%
O=C1NC2(CCCCCC2)C(=O)N1Cc1cccc(Cl)c1	2	-5%	9%	-0.4	3%	8%	-9%	?	i
CCCCn1c(=S)[nH]c2c(=O)n(C)c(=O)n(C)c21	-73*	3%	5%	1.2	0%	1%	-6%	-24%	-21%
CC1(C(=O)NC2CCCC2)CCN1C(=O)Cc1ccc(-c2ccccc2)cc1 (configuration not stated)	4	-7%	-7%	-0.4	-8%	-1%	-1%	?	-25%
CC(C)(C)n1ncc2c(=O)n(CC(=O)Nc3ccccc3)cnc21	-7	-11%	-18%	-0.1	8%	-17%	0%	-24%	i
COc1cc(/C=C2/C(=O)N(c3ccc([N+](=O)[O-])cc3)N=C2N2CCOCC2)ccc1O	-14	0%	-25%	-3.1	5%	0%	11µM*	?	-95%[inhibitor]
O=C(c1csc(Nc2ccccc2Cl)n1)N1CCCC1	-9	2%	-27%	0.2	2%	6%	-19%	17%	-9%
CCN(C(=O)COC(=O)c1nc2nc(C)cc(C)n2n1)C1CCS(=O)(=O)C1 (configuration not stated)	2	-4%	-34%	0.5	4%	-6%	-1%	21%	9%
C[C@H](CO)N1C[C@H](C)[C@@H](CN(C)Cc2ccc3c(c2)OCO3)Oc2cc(Br)ccc2S1(=O)=O	12	?	-3%	-3.5	-27%	11%	-10%	?	-35%[inhibitor]
C/C=C1\NC(=O)[C@H](C)NC(=O)[C@@H](NC(=O)[C@H](Cc2ccc(O)cc2)NC(=O)[C@@H](NC(=O)/C(C)=C/C)C(C)C)[C@@H](C)OC(=O)[C@H](CCCc2ccc(O)cc2)NC(=O)[C@@H](CCC(=O)OC)NC1=O	-1	-16%	1%	1.6	-12%	-2%	-1%	0%	-13%
CCCCCCc1nnc(N)s1	.	4%	5%	0.1	-2%	12%	-3%	-2%	-21%
O=c1[nH]c(/C=C/c2ccccc2)c([N+](=O)[O-])c(=O)[nH]1	-76*	-6%	-7%	-0.1	?	0%	-21%	10%	-41%[inhibitor]
O=C(Cc1c[nH]c2ccccc12)NCc1ccc(Cl)cc1Cl	3	5%	-7%	-0.5	-4%	7%	30µM*	?	-6%
CC(C)c1ccc(/C=C2\SC(=S)N(CC(=O)NCCCN3CCOCC3)C2=O)cc1	9	-4%	-13%	-1.0	2%	8%	-9%	?	-42%[inhibitor]
COCCCNC(=O)c1ccc(CS(=O)(=O)Cc2cccc(C)c2)o1	0	7%	3%	1.7	8%	-13%	-4%	4%	-6%

Reformatted with each value named: part of the list above
> c1ccc(-c2c3ccccc3nc3[nH]c4ccccc4c23)cc1
- PI5P4Ka inh = 20
- EPAC1 ag = 8%
- GLP1R cytotox = 7%
- IL2 activator = -0.4
- EPAC1 antag = -5%
- GLP-1R agonist = 17%
- PLK1 PBD inh = -12%
- GLP1R inv ag = ?
- PTHR1 agonist = 5%

> O=c1[nH]c(/C=C/c2ccccc2)c([N+](=O)[O-])c(=O)[nH]1
- PI5P4Ka inh = -76*
- EPAC1 ag = -6%
- GLP1R cytotox = -7%
- IL2 activator = -0.1
- EPAC1 antag = ?
- GLP-1R agonist = 0%
- PLK1 PBD inh = -21%
- GLP1R inv ag = 10%
- PTHR1 agonist = -41%[inhibitor]

> O=C(Cc1c[nH]c2ccccc12)NCc1ccc(Cl)cc1Cl
- PI5P4Ka inh = 3
- EPAC1 ag = 5%
- GLP1R cytotox = -7%
- IL2 activator = -0.5
- EPAC1 antag = -4%
- GLP-1R agonist = 7%
- PLK1 PBD inh = 30µM*
- GLP1R inv ag = ?
- PTHR1 agonist = -6%
